# Assay outcomes: PubChem, NCI
# Growth percent in the NCI-60 one-dose screen (48 h, 10 µM unless noted): 100 = growth as untreated, 0 = no growth, -100 = all killed.
# BT-549 – BT-549 breast cancer | AID 1794793 | 78,000 compounds, 4.4% hits
# HS 578T – HS 578T breast cancer; 78,000 compounds, 4.1% hits
# SK-MEL-2 – SK-MEL-2 melanoma. 77,000 compounds, 4.7% hits
# T-47D – T-47D breast cancer; 79,000 compounds, 5% hits
# LOX IMVI – LOX IMVI melanoma; 79,000 compounds, 7.4% hits; AID 1794757
# UACC-62 – UACC-62 melanoma | 81,000 compounds, 5.4% hits | AID 1794756
# UACC-257 – UACC-257 melanoma; 78,000 compounds, 4.4% hits; AID 1794764
# MALME-3M – MALME-3M melanoma. 78,000 compounds, 5.8% hits
# * marks the source's active call; other numbers are inactive results; . = not tested or not shown; & = joins results of further samples. Rule for the calls: active = growth percent below 10; inactive = the rest.
SMILES,BT-549,HS 578T,SK-MEL-2,T-47D,LOX IMVI,UACC-62,UACC-257,MALME-3M
Nc1nc(-c2ccnc(Cl)c2)nn1-c1nc2ccccc2s1,106,97,108,.,102,97,113,97
CN1CCN(CCCN2c3ccccc3Sc3ccc(C(F)(F)F)cc32)CC1,71,60,88,.,15,.,-60*,-11*
Cc1ccc2cccc(OC(=O)c3cccnc3Oc3ccccc3)c2n1,93,106,110,97,95,99,101,99
O=S(=O)(Nc1ccc2c(c1)OCO2)c1ccc(-c2cnc(C3CC3)o2)cc1,42,45,53,32,.,33,55,46
FC(F)(Cl)C(F)(F)Cl,108,116,120,118,114,103,103,119
CCCCCCCCCCCCCCCCCCOCC(O)CO (configuration not stated),94,94,109,99,79,78,102,94
O=C(NCc1ccccc1)C(=O)NCc1ccccc1,98,124,116,97,102,102,92,90
COc1ccc(/C=C/C(=O)c2cc3c(N)c(C(=O)Nc4ccccc4)sc3nc2C)cc1,2.9*,15,53,47,2.6*,23,69,58
O=C1C(=O)c2ccccc2C(O)=C1CC=C1CCCC1,107,107,87,100,99,87,113,.
CNCc1cccc(C)n1,111,104,103,.,99,106,102,114
Nc1nc2ccc(Cl)cc2[nH]1,107,105,94,98,95,88,94,.
O=C(Cn1c(=O)sc2nc3ccccc3nc21)Nc1ncc(Cc2ccc(F)cc2)s1,96,88,109,93,92,78,104,117
Cn1cc(-c2nc(-c3cccnc3)cs2)c2cc(F)ccc21,92,101,105,89,92,86,.,88
CCCc1nn2c(CCC(=O)c3nc4ccc([N+](=O)[O-])cc4[nH]3)nnc2s1,111,91,87,102,95,99,113,105
C#CCN1C(=O)c2cccc3c(/C=C/CN4C(=O)c5cccc6cccc(c56)C4=O)ccc(c23)C1=O,88,87,100,95,95,96,93,92
CC(C)(C)C(=O)C(O)C(C)(C)C (configuration not stated),99,104,96,.,94,103,104,98
Cc1cc(O)c(C(C)C)cc1C1(c2cc(C(C)C)c(O)cc2C)OS(=O)(=O)c2ccccc21,106,83,113,111,104,103,111,165
COc1cc2c(cc1-c1c(C)noc1C)ncc1nc(CN3CCOCC3)n([C@H](C)COC(F)F)c12,55,30,37,13,12,17,26,38
Cc1ccc(S(=O)(=O)Nc2ccc(I)cc2)cc1,95,99,97,93,104,105,.,93
Cc1ccccc1NC(=O)c1cc2ccccc2cc1O,-0.3*,.,33,50,.,14,68,-6.2*
O=C1C=CC(=O)N1c1cccc(Cl)c1,108,113,116,94,102,105,97,120
O=C1c2ccccc2CN1C12CCC3CC(CC(O)(C3)C1)C2 (configuration not stated),104,93,112,75,94,98,112,84
COc1cc2nc(N3CCC[C@H](NC(=O)c4ccco4)C3)nc(N)c2cc1OC,99,110,100,99,94,104,102,104
COc1ccc2[nH]c(=O)c(O)c(-c3cccc(O)c3)c2c1,97,96,101,94,96,.,100,104
CC[C@]12C=CCN3CC[C@@]4(c5ccc(OC)cc5N(C)[C@H]4[C@@](O)(C(=O)OC)[C@@H]1OC(=O)CCC(=O)O[C@H]1CC[C@H]4[C@@H]5CC[C@H]6CC(=O)CC[C@]6(C)[C@H]5CC[C@]14C)[C@@H]32,12,43,8.5*,8.8*,28,29,27,43

# (more compounds)
SMILES,BT-549,HS 578T,SK-MEL-2,T-47D,LOX IMVI,UACC-62,UACC-257,MALME-3M
O=c1c2cc(F)ccc2sc2c(Nc3ccccc3)nc3ccccc3c12,104,98,100,93,98,90,100,104
O=C1CSC(=NNc2ncnc3ccccc23)N1c1ccccc1,112,97,119,101,114,95,106,91
COc1cc(-c2c(C#N)c(-c3ccc(Cl)cc3)nc3c2c(-c2ccccc2)nn3-c2ccccc2)ccc1O,106,96,108,87,99,90,101,91
O=C1CCC(Nc2ccc(Cl)cc2Cl)N1c1cccs1 (configuration not stated),109,100,107,99,96,88,106,98
Cc1c(-c2ccccc2)nnn1-c1ccc(F)cc1F,113,94,.,105,.,94,113,98
COc1cc(-c2cc(/C=C3\CCCCC3=O)[nH]n2)cc(OC)c1OC,100,99,95,90,94,106,95,101
COc1ccccc1N=c1scc(C)n1C,97,114,.,95,99,93,98,98
COc1ccc2oc3c(C)c4c(c(C)c3c2c1)C(=O)N(CCN1CCOCC1)C4=O,100,114,90,102,83,67,87,82
CCN1C(=O)N(CC)C2Nn3c(s/c(=C\c4ccc[nH]4)c3=O)=NC21 (configuration not stated),100,94,113,95,101,95,105,106
O=C(O)c1ccccc1-c1ccccc1C(=O)Nc1ccc2c(c1)C(=O)c1ccccc1-2,107,113,98,99,.,90,106,.
Cc1cc2c(-c3cn[nH]n3)c(O)c(O)cc2c(O)c1-c1c(C)cc2c(-c3cn[nH]n3)c(O)c(O)cc2c1O,96,99,101,101,100,118,.,92
O=C1NC(=O)C2(CCc3ccccc3C2)N1 (configuration not stated),117,104,114,101,104,116,93,.
COc1ccc(S(=O)(=O)NCCCNc2nccc(-c3[nH]c(-c4ccccc4)nc3-c3ccc(F)c(O)c3)n2)cc1,122,116,37,87,92,27,58,13
Cc1cc(NC(=O)c2ccc(N)cc2)ccc1N=Nc1ccc2cc(S(=O)(=O)O)cc(S(=O)(=O)O)c2c1,108,110,121,105,99,114,102,116
CC(=O)OC[C@]12CC[C@@H](C(=O)/C=C/c3cccnc3)[C@@H]1[C@H]1CC[C@@H]3[C@@]4(C)CC[C@H](OC(C)=O)C(C)(C)[C@@H]4CC[C@@]3(C)[C@]1(C)CC2,-13*,14,-36*,-17*,-84*,-4.8*,-4.8*,-66*
Nc1ccc(/C(=N/NC(=O)C(=O)N/N=C(\c2ccccc2)c2ccc(N)cc2)c2ccccc2)cc1,91,.,108,102,96,91,107,108
O=S(=O)(O)c1cccc2cccc(Nc3ccccc3)c12,101,103,91,105,101,103,91,118
COc1cc(NC(=O)CCSc2nc3ccc(C)cc3c(=O)n2Cc2ccccc2)cc(OC)c1OC,95,6.7*,53,66,72,85,57,34
CC1CN=C(c2ccc(NC(=O)c3ccc(C(=O)Nc4ccc(C5=NCC(C)N5)cc4)cc3)cc2)N1 (configuration not stated),135,118,126,103,123,94,126,104
COc1ccc(-c2[nH]c(=S)ncc2-c2ccc(Cl)cc2)c(O)c1,99,108,109,79,92,89,97,92
CCN(CC)C(=O)COc1ccc(C=C2C(=O)NC(=S)NC2=O)cc1,96,93,103,94,98,105,98,103
CC(C)(C)n1cc(-c2ccnc(NCCCNS(=O)(=O)c3ccc(Br)cc3)c2)c(-c2ccccc2)n1,68,85,99,40,49,79,89,103
CC1(C)CC[C@]2(C(=O)N[C@H](CO)Cc3ccccc3)CC[C@]3(C)C(=CC[C@@H]4[C@@]5(C)CCCNC(C)(C)[C@@H]5CC[C@]43C)[C@@H]2C1,90,86,107,70,70,78,106,106
O=C(O)CCn1ccc2ccccc21,104,105,106,101,58,97,106,130
CC(C)(C)c1ccc(O)c(-c2ccccc2)c1,131,.,.,109,103,103,90,130

# Going on with the list:
SMILES,BT-549,HS 578T,SK-MEL-2,T-47D,LOX IMVI,UACC-62,UACC-257,MALME-3M
CCN(CC)C(=O)N1C(=O)c2ccccc2S1(=O)=O,95,91,95,86,95,98,107,80
CCOc1c(C#N)c(Nc2ccc(S(N)(=O)=O)cc2)c(C#N)c2nc(=S)nc(Nc3ccccc3)n12,98,106,99,108,74,91,100,104
CN(C)c1ccc(C2C3CSCN3[C@@]3(C(=O)Nc4ccccc43)C2C(=O)c2nc3ccccc3[nH]2)cc1 (some centres not stated),108,92,106,83,94,84,90,95
COc1cc([C@H](C)c2ccc3ccccc3c2)cc(OC)c1OC,39,30,28,42,49,32,51,64
CCN(Cc1ccccc1)c1nc(N)nc2[nH]ncc12,101,88,104,99,94,89,122,111
COc1cc2cn3c4ccccc4oc(=O)c3c2cc1OC,98,120,102,82,93,.,123,.
COc1ccc(-c2nc(SCC(=O)Nc3ccc(C(=O)/C=C/c4ccc(Cl)cc4)cc3)[nH]c(=O)c2C#N)cc1,84,81,100,62,-79*,.,102,95
CC1(C)C2CCC(CN)C1C2 (configuration not stated),103,105,91,100,103,96,100,92
O=C(Nc1cccc(C(F)(F)F)c1)c1cc(-c2ccc(F)cc2F)ccc1O,1.8*,-5.2*,-13*,2.6*,0.3*,2.0*,-8.7*,-10*
O=c1/c(=C/C2=Cc3ccccc3OC2)sc2nc3ccccc3n12,113,96,111,96,98,93,102,95
O=C(c1cccc(F)c1)n1ccc2cc(NC(=S)NCCCl)ccc21,86,113,99,90,101,84,96,93
OC(c1cccs1)c1cccs1,111,.,103,113,100,103,101,112
CC(C)NC(=O)OCc1c(COC(=O)NC(C)C)c([N+](=O)[O-])n2c1CCC2,100,106,135,116,99,101,.,99
O=C(/C=C/c1ccc(Cl)cc1)c1ccc(Nc2nc(N3CCCCC3)nc(N3CCCCC3)n2)cc1,106,104,107,95,94,95,99,113
Cn1cc(-c2nc(-c3c[nH]c4ccncc34)cs2)c2cc(Br)ccc21,84,-44*,-58*,-54*,-90*,-87*,-46*,-79*
COc1cccc(NC(=S)NC(Cc2ccccc2)c2ccccc2)c1 (configuration not stated),97&136,96&100,90&80,80&80,88&90,78&67,89&91,82&87
COc1cc2nc(-c3ccc(C(F)(F)F)cc3)cc(OCCCNCC3CCCO3)c2cc1OC (configuration not stated),66,56,92,38,-13*,-22*,-39*,-16*
COC(=O)C1(CC(=O)C=C(C)C)NC(=S)NC(=O)C1C#N (configuration not stated),124,111,114,100,97,102,128,107
CCOc1ccc(/C=C(\C#N)c2cc3ccccc3[nH]2)cc1,.,66,36,40,46,44,79,60
CCn1cc(C(=O)O)c(=O)c2cc(F)c(N3CCN(C(=O)CSc4nc(N)cc(N)n4)CC3)cc21,108,99,.,106,97,100,104,96
Cc1ccccc1C(=O)NC1CCCCC1,112,100,.,85,92,103,95,100
COc1ccc(NC(=O)CSc2nnc(-c3ccc4nc(-c5ccc(OC)c(OC)c5)[nH]c4c3)o2)cc1OC,91,97,103,90,98,92,106,83
COc1cccc(-c2nn(-c3ccccc3)cc2-c2ccnc(N3CCN(C(=O)Nc4ccc(Cl)c(Cl)c4)CC3)c2)c1,108,87,72,33,83,90,88,82
Cc1ccc(S(=O)(=O)NCCCNc2nccc(-c3[nH]c(-c4ccccc4)nc3-c3ccc(F)c(O)c3)n2)cc1,93,100,25,71,74,19,24,2.9*
O=C(NCCCCC(Cl)(Cl)C(=O)O)c1ccccc1,109,104,100,106,103,101,96,117

# Next section
SMILES,BT-549,HS 578T,SK-MEL-2,T-47D,LOX IMVI,UACC-62,UACC-257,MALME-3M
Cc1cc(C2(c3cc(C)c(OCC(O)CO)cc3C(C)C)OC(=O)c3ccccc32)c(C(C)C)cc1OCC(O)CO (configuration not stated),76,68,38,16,70,45,72,85
Cn1c(=S)c2[nH]c(SCCN)nc2n(C)c1=O,115,107,95,113,95,108,113,.
COc1ccc(-c2nc(N3N=C(c4ccc(F)cc4)CCC3=O)n(C)c(=O)c2C#N)cc1OC,109,103,96,92,103,.,.,95
COCCOC(=O)Nc1cc(Cl)ccc1C,93,108,103,94,99,99,102,82
O=C(Nc1ccc(CN2CCOCC2)cc1)c1ccc(-c2cc(Cl)ccc2Cl)o1,102,72,55,35,4.1*,-56*,49,-53*
O=C1CSC(=S)N1,110,99,104,88,94,101,83,92
O=[N+]([O-])c1ccc(OCCOc2ccccc2)c(Cl)c1,.,116,90,89,.,81,99,110
CCCCC(NC(=O)CN1C(=O)/C(=C/C(C)=C/c2ccccc2)SC1=S)C(=O)O (configuration not stated),112,102,113,105,95,93,104,92
COc1ccc(C(=O)/C=C/c2cccc(Nc3ccnc4cc(Cl)ccc34)c2)cc1,21,.,.,16,6.5*,28,38,44
CC1(C)C=C2[C@H]3CC[C@@H]4[C@@]5(C)CCC(=O)C(C)(C)[C@@H]5CC[C@@]4(C)[C@]3(C)CC[C@@]2(C=O)CC1,105,102,100,93,91,78,104,102
CCCCOc1ccccc1[N+](=O)[O-],106,.,103,97,91,109,103,96
O=C(Nc1ccccc1S)c1ccc(-n2nc(-c3ccccc3)c3ccccc32)cc1,117,111,103,111,92,98,111,113
CCCC1=C(C(=O)OCC)C(c2ccc(OC)cc2)NC(=O)N1 (configuration not stated),114,94,110,104,95,88,99,99

# Random excerpt: two entries already listed, in no set order.
SMILES,BT-549,HS 578T,SK-MEL-2,T-47D,LOX IMVI,UACC-62,UACC-257,MALME-3M
COc1ccc(C(=O)/C=C/c2cccc(Nc3ccnc4cc(Cl)ccc34)c2)cc1,21,.,.,16,6.5*,28,38,44
O=[N+]([O-])c1ccc(OCCOc2ccccc2)c(Cl)c1,.,116,90,89,.,81,99,110

# Structural class: the entries above containing two or more sulfur atoms (7)
SMILES,BT-549,HS 578T,SK-MEL-2,T-47D,LOX IMVI,UACC-62,UACC-257,MALME-3M
O=C(Cn1c(=O)sc2nc3ccccc3nc21)Nc1ncc(Cc2ccc(F)cc2)s1,96,88,109,93,92,78,104,117
Cc1cc(NC(=O)c2ccc(N)cc2)ccc1N=Nc1ccc2cc(S(=O)(=O)O)cc(S(=O)(=O)O)c2c1,108,110,121,105,99,114,102,116
CCOc1c(C#N)c(Nc2ccc(S(N)(=O)=O)cc2)c(C#N)c2nc(=S)nc(Nc3ccccc3)n12,98,106,99,108,74,91,100,104
OC(c1cccs1)c1cccs1,111,.,103,113,100,103,101,112
Cn1c(=S)c2[nH]c(SCCN)nc2n(C)c1=O,115,107,95,113,95,108,113,.
O=C1CSC(=S)N1,110,99,104,88,94,101,83,92
CCCCC(NC(=O)CN1C(=O)/C(=C/C(C)=C/c2ccccc2)SC1=S)C(=O)O (configuration not stated),112,102,113,105,95,93,104,92
